K1F lysis inhibition: inhibition of K1F phage lysis, E. coli UTI89, bacterial capsule biogenesis inhibitors, alamar blue (AID 488966) | E. coli UTI89 K1F phage lysis, alamar blue, 2 h; higher % means a stronger effect | inhibition, % at 100 µM, or IC50 in µM where a hit was titrated | hit rate 0.02% among 340,000;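 active means phage lysis inhibition, versus mean bacterial control, above a set limit; inconclusive means no clear call, values can overlap the other calls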;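 further: capsule biogenesis inhibitors block K1F phage lysis so surviving cells raise fluorescence; higher fluorescence means more inhibition of phage lysis; actives were called in the ten point dose series up to 300 µM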
RSV CPE inhibition: inhibition of RSV-induced cytopathic effect – HEp-2 cells, primary 10 µM value included (AID 2391) | hit rate 0.13% among 310,000 | HEp-2 cells, RSV-induced CPE inhibition; higher % means a stronger effect | one-dose CPE inhibition, % at 10 µM; IC50 in µM for titrated hits; in the data active means a potency from the dose series; inconclusive means CPE inhibition mostly from about 23% at the one dose, without a potency; inactive means the rest, 99 in 100 with CPE inhibition below about 21%; further: strong numbers were not always called active
AID2073: inhibitors of Mint1-CaV2.2 protein interaction, biochemical, HTRF (AID 2073) | HTRF protein-protein interaction, Mint1-CaV2.2; higher % means a stronger effect | inhibition, % at 20 µM; hits with a dose series show IC50 in µM | hit rate 0.19% among 290,000; in the data active means inhibition mostly above about 51%, no sharp cut-off; inconclusive means no clear call, values can overlap the other calls; inactive means mostly below about 53%; further: some results filed as inactive read as strong as hits
Autophagy mod: alters autophagy in cells; MEF GFP-LC3 puncta imaging; test concentration mostly 10 µM; calls only at 10 µM (by protocol); hit rate 0.98% among 190,000;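 active means percentage of spot-positive cells more than 3 SD above its plate mean, without a fluorescence outlier flag or 80% toxicity; inconclusive means no clear call, values can overlap the other calls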;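 further: spot-positive cell cutoff set from DMSO-treated cells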
GPR35 antagonists: inhibition of zaprinast-stimulated GPR35 beta-arrestin translocation – imaging, U2OS, beta-arrestin-GFP, zaprinast agonist, primary screen (AID 2058) | U2OS GPR35 beta-arrestin-GFP translocation imaging, zaprinast antagonism; higher % means a stronger effect | inhibition, % at 10 µM; hits with a dose series show IC50 in µM | hit rate 0.052% among 290,000;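 active means inhibition of at least 50% with at least 30 cells and total cytoplasm GFP at most 10,000,000; inconclusive means under 30 cells or total GFP of 10,000,000 plus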
NTR1 ag: NTR1-driven beta-arrestin-GFP spot formation – imaging, U2OS cells, high content, primary screen (AID 493036). P30989. agonist mode. activation, % at 20 µM. hit rate 0.17% among 330,000;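 active means activation at or above 40% of the spot to cytoplasm intensity ratio, with at least 20 cells analyzed; inconclusive means wells under 20 cells, flagged as cytotoxic or low count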;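 further: 0% = DMSO without peptide and 100% = 100 nM NTR1 peptide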
Target sequence (P30989 whole entry, looked up): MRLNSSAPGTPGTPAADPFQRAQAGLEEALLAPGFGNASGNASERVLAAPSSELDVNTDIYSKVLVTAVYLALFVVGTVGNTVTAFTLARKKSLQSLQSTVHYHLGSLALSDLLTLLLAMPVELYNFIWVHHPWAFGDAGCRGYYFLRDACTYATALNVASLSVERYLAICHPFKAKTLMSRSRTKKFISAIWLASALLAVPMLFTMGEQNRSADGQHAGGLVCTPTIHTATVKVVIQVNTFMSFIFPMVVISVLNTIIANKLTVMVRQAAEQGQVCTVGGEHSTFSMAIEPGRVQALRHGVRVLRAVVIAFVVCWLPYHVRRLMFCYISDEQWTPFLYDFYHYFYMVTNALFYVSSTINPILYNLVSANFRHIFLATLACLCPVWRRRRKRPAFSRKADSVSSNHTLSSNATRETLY
Dengue-2 NS5 capping: flavivirus cap methylation enzyme inhibition – biochemical, confirmation dose response, primary screen (AID 588689) | Dengue-2 NS5 methyltransferase capping enzyme assay, biochemical; higher % means a stronger effect | one-dose inhibition, % at 25 µM; IC50 in µM for titrated hits | hit rate 0.3% among 340,000; in the data active means a potency from the dose series; inconclusive means inhibition above about 29% without an active follow-up result
WT yeast gro inh: growth inhibition of WT yeast, mitochondrial fusion screen. inhibition, % at 10 µM. AID 1362. mitochondrial fusion phenotypic screen, WT strain. hit rate 2.1% among 190,000; in the data active means inhibition above about 58%; tested in S. cerevisiae
LYP phosphatase: inhibitors of LYP phosphatase, biochemical, fluorescence intensity, uHTS (AID 1779); recombinant LYP phosphatase, fluorescence intensity; higher % means a stronger effect; inhibition, % at 11.5 µM, or IC50 in µM where a hit was titrated; hit rate 0.054% among 290,000; in the data active means inhibition above about 50%;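 further: plate controls were vehicle with enzyme for no effect and no enzyme for full effect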
WT yeast gro inh mutant strain: recorded beside WT yeast gro inh, whose call it bears; inhibition, %; mitochondrial fusion phenotypic screen, mutant strain inhibition
Autophagy mod cell loss 18 h: recorded beside Autophagy mod, whose call it bears; toxicity, %; measured here: cell loss, nuclei count;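 cell loss after 18 h compound exposure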
NTR1 ag cell count 20 µM: recorded beside NTR1 ag, whose call it bears; cell count; measured here: cell count, cytotoxicity flag
* = called active by the depositor; i = inactive; ? = inconclusive; . = no result given; [ ] = remark or other dose.

SMILES | K1F lysis inhibition | RSV CPE inhibition | AID2073 | Autophagy mod | Autophagy mod cell loss 18 h | GPR35 antagonists | NTR1 ag | NTR1 ag cell count 20 µM | Dengue-2 NS5 capping | WT yeast gro inh | WT yeast gro inh mutant strain | LYP phosphatase
CS(=O)(=O)c1ccc(C(=O)NCCN2C(=O)S/C(=C\c3cccnc3)C2=O)cc1[N+](=O)[O-] | -0.1% | 7.1% | 6% | i | 10 | -11% | 12 | 40 | -11% | -4 | -16 | -6%
O=C(Cc1ccc([N+](=O)[O-])cc1)NCc1ccc2c(c1)OCO2 | 2.9% | 0.3% | 33% | i | 10 | 5% | -0.8 | 70 | -2% | -6 | -14 | -3%
Cc1ccc(CC(=O)NCCc2ccc(S(N)(=O)=O)cc2)cc1 | 0.1% | 3.0% | 9% | . | . | -9% | 0.5 | 64 | -1% | . | . | -11%
C=CCNC(=O)c1onc(CSc2ccccc2)c1C(=O)NCC=C | -2.4% | -1.4% | . | . | . | . | 0.3 | 68 | -8% | . | . | .
COc1ccc(C2=NOC(Cn3nc(C(=O)NCc4ccc(OC(F)(F)F)cc4)cc3-c3ccccc3)C2)cc1 (centres undefined) | 1.4% | 3.1% | . | . | . | . | 0.8 | 89 | -2% | . | . | .
CCCCN(Cc1cccs1)S(=O)(=O)c1ccc(-c2ccc(=O)[nH]n2)s1 | 0.5% | 7.5% | -5% | . | . | 5% | 2.3 | 62 | -12% | . | . | -3%
CNc1nc(N)c([N+](=O)[O-])c(NCc2ccccc2)n1 | 0.2% | 1.7% | -1% | i | -5 | 6% | 1.4 | 48 | 1% | -6 | -15 | -7%
CCCOn1c(OCC(C)C)nc2ccccc2c1=O | 0.5% | 1.3% | -8% | i | 7 | 7% | -0.3 | 65 | 14% | 5 | 18 | 7%
CC(=O)Nc1cc[n+](C(C)C(=O)c2ccc(Br)cc2)cc1 (centres undefined) | -0.1% | 4.2% | 6% | i | -7 | -1% | -0.2 | 51 | -2% | 13 | -5 | -9%
O=C(c1cccc(C(=O)N2CCN(c3ccccc3F)CC2)n1)N1CCN(c2ccccc2F)CC1 | -0.1% | 0.7% | 0% | i | -6 | 2% | -2.5 | 79 | -10% | -3 | -11 | -5%
COc1ccc(NC2c3ccccc3C(=O)N2c2ccccn2)cc1Cl (centres undefined) | 4.2% | 1.2% | -7% | i | -4 | 10% | -0.1 | 89 | 3% | -9 | -5 | -2%
CC(C)(C)C(=O)OC/C(N)=N/OC(=O)c1ccccc1 | -1.5% | 1.9% | -13% | . | . | 14% | 0.8 | 56 | 5% | . | . | -6%
CCOC1OC2C(CO)OC(n3cnc4c(N)ncnc43)C2O1 (centres undefined) | -0.2% | 9.1% | 10% | i | 21 | -13% | -4.3 | 45 | 3% | -1 | -1 | -7%
COc1ccc(S(=O)(=O)N(CC(=O)NN=C2CCN(C)CC2)c2ccc(C)cc2)cc1OC | 1.1%[50 µM] | 0.9% | 3% | . | . | -11% | 1.1 | 54 | 0% | . | . | -3%
COC(=O)CN1C(=O)Nc2ccc(Br)cc2C1c1ccccc1Cl (centres undefined) | -0.9% | 7.5% | -9% | i | -2 | 5% | 3.8 | 44 | 0% | -2 | -12 | 4%
COC(=O)c1nn(-c2ccccc2)c(Cl)c1/C=N/OC(=O)c1ccc(Cl)c(Cl)c1 | 0.6% | 4.8% | 3% | i | 2 | 15% | 3.9 | 46 | -2% | 4 | -4 | -7%
O=C(Nc1ccc(S(=O)(=O)N2CCCCCC2)cc1)c1c(F)cccc1F | 0.2% | 17% | 8% | . | . | -7% | 1.1 | 63 | -8% | . | . | -5%
CCOC(=O)c1sc(N2C(=O)C(O)=C(C(=O)c3ccco3)C2c2ccco2)nc1C (centres undefined) | -1.9% | 7.0% | 9% | . | . | 16% | . | . | -3% | . | . | -3%
Cc1ccccc1C(=O)c1c[nH]c(C(=O)N=CN(C)C)c1 | 0.3% | 3.7% | 7% | i | 21 | -4% | 0.3 | 34 | -8% | 6 | 1 | -4%
O=C(CSC1=NC(=O)C(c2ccccc2)C(=O)N1)Nc1ccccc1Cl (centres undefined) | -0.1% | 0.4% | -10% | i | 5 | -5% | -1.7 | 43 | . | 21 | 37 | 1%
Cc1ccc(-c2nc(N=Nc3ccc(O)cc3)n[nH]2)cc1 | 0.7%[50 µM] | 10% | -8% | i | 18 | 36% | 6.9 | 64 | -1% | 12 | -8 | -2%
COCc1c(C(=O)NCc2ccccc2CN2CCCC2)oc2ccccc12 | -0.2% | -0.4% | . | . | . | . | -2.9 | 43 | 1% | . | . | .
Cc1ccccc1N1CC(C(=O)Nc2nnc(SCC(=O)Nc3nccs3)s2)CC1=O (centres undefined) | 1.0%[50 µM] | 0.7% | 39% | i | -3 | . | 3.4 | 60 | -2% | -2 | -6 | -2%
COc1ccc(Cl)cc1NC(=O)CN1c2ccccc2CC1C (centres undefined) | -0.3% | ? | -10% | i | -3 | 2% | 4.1 | 48 | -15% | 32 | 16 | -2%
CCOc1ccc(CNC(=O)CN2C(=O)C(c3ccccc3)Oc3cccnc32)cc1 (centres undefined) | 0.1% | 3.2% | 11% | . | . | 16% | -1.1 | 47 | 18% | . | . | -5%

The last four records of the section before come first, to join the parts:
SMILES | K1F lysis inhibition | RSV CPE inhibition | AID2073 | Autophagy mod | Autophagy mod cell loss 18 h | GPR35 antagonists | NTR1 ag | NTR1 ag cell count 20 µM | Dengue-2 NS5 capping | WT yeast gro inh | WT yeast gro inh mutant strain | LYP phosphatase
COCc1c(C(=O)NCc2ccccc2CN2CCCC2)oc2ccccc12 | -0.2% | -0.4% | . | . | . | . | -2.9 | 43 | 1% | . | . | .
Cc1ccccc1N1CC(C(=O)Nc2nnc(SCC(=O)Nc3nccs3)s2)CC1=O (centres undefined) | 1.0%[50 µM] | 0.7% | 39% | i | -3 | . | 3.4 | 60 | -2% | -2 | -6 | -2%
COc1ccc(Cl)cc1NC(=O)CN1c2ccccc2CC1C (centres undefined) | -0.3% | ? | -10% | i | -3 | 2% | 4.1 | 48 | -15% | 32 | 16 | -2%
CCOc1ccc(CNC(=O)CN2C(=O)C(c3ccccc3)Oc3cccnc32)cc1 (centres undefined) | 0.1% | 3.2% | 11% | . | . | 16% | -1.1 | 47 | 18% | . | . | -5%
CC(=O)OCC1OC(OC(C)=O)C(NC(=O)c2cccnc2)C(OC(C)=O)C1OC(C)=O (centres undefined) | 1.1%[50 µM] | -0.1% | -4% | i | 1 | 24% | -0.5 | 84 | -4% | -6 | 1 | -5%
O=C(CSc1nc(O)cc(=O)[nH]1)N1CCOCC1 | -0.1% | 1.2% | -1% | . | . | 16% | -2.2 | 51 | -6% | . | . | -2%
O=C(Cn1c(=O)oc2cc(S(=O)(=O)N3CCc4ccccc43)ccc21)NC1CCCC1 | -9.4% | 1.3% | 11% | i | -2 | 0% | -2.4 | 61 | -10% | 7 | -2 | 5%
Nc1nonc1-n1nnc(C(=O)N/N=C/c2ccccn2)c1-c1ccccc1 | -0.1% | . | 1% | . | . | 3% | 0.0 | 80 | -5% | . | . | -9%
Cc1ccc(NC(=O)CSC2=C(C#N)C(c3ccco3)CC(=O)N2)cc1 (centres undefined) | -0.3% | 3.8% | 0% | i | -1 | 15% | 1.5 | 48 | -3% | 3 | 3 | -2%
CC(C)CC(OC(=O)c1cccs1)C(=O)NCC1CCCO1 (centres undefined) | 0.8% | 1.8% | 2% | i | 7 | 2% | 1.3 | 98 | -2% | -16 | -16 | -10%
COc1ccccc1N(CC(=O)N1CCCCC1)S(=O)(=O)c1ccccc1 | 0.2% | 0.0% | 4% | i | 13 | 9% | -0.1 | 56 | -2% | -8 | -28 | -11%
O=C(CCN1C(=O)/C(=C\c2ccc(F)cc2)SC1=S)Nc1ccccc1 | 0.0% | 1.4% | 16% | . | . | -3% | 0.6 | 44 | -5% | . | . | -7%
CCOC(=O)c1cc2c(=O)[nH]ccc2nc1C | 0.1% | -0.5% | 26% | i | -11 | -6% | 1.6 | 55 | 1% | 27 | 3 | -4%
COc1ccc(Cc2nc3ccc(C(=O)NCCn4ccnc4C)cc3o2)cc1OC | 1.1%[50 µM] | 0.9% | 8% | . | . | -3% | -0.6 | 51 | 1% | . | . | -8%
CCCN(CCC)CCCNC(=O)C(NS(=O)(=O)c1ccc2c(c1)CCC(=O)N2)c1ccccc1 (centres undefined) | 0.1% | -0.5% | 8% | i | 6 | -7% | -0.3 | 33 | -1% | -12 | 6 | -9%
CCOc1ccc(CCNC(=O)CCNC(=O)c2ccco2)cc1OCC | 0.3% | 0.7% | 7% | . | . | -12% | -0.4 | 54 | 0% | . | . | -11%
CCOC(=O)c1c(NC(=O)/C=C\C(=O)O)sc(C)c1-c1ccccc1 | -0.9% | 28% | 1% | i | -12 | -8% | -0.3 | 43 | -5% | 18 | 7 | 0%
CCC(=O)Nc1ccc(C(=O)NNC(=O)c2ccc(Cl)cc2)cc1 | 0.4% | . | 7% | . | . | -17% | -0.3 | 46 | 0% | . | . | -1%
CCN(CC)S(=O)(=O)c1nnc(NC(=O)c2ccco2)s1 | 0.0% | 0.2% | 16% | . | . | -6% | 0.6 | 80 | -1% | . | . | -7%
Fc1ccc(-c2nnc(NC3=NCCCCC3)o2)cc1 | 0.5% | 1.7% | 0% | i | 11 | 0% | -0.9 | 40 | 2% | 6 | 2 | -9%
O=C(CCn1nnc2ccccc21)N1CCC(O)(c2cccc(F)c2)CC1 | 1.8% | 2.0% | 5% | i | -9 | 27% | 0.8 | 58 | 6% | 13 | 4 | -11%
COc1ccc(C2CC(c3ccccc3)=NN2C(=O)COC(=O)C2CC2)cc1 (centres undefined) | 2.7% | 2.4% | 4% | i | -3 | 3% | 0.4 | 58 | -2% | 13 | 13 | -5%
O=C(NNS(=O)(=O)c1ccccc1)c1ccc(O)cc1 | -0.1% | 1.0% | 0% | i | 10 | -1% | 3.1 | 78 | 4% | -23 | -9 | -5%
COc1cccc(/C=N/NC(=O)C(=O)Nc2ccccc2OC(F)(F)C(F)F)c1O | 2.3% | 6.2% | 19% | i | 17 | -2% | 1.9 | 35 | -4% | 3 | 11 | 0%
Cn1c(NNC(=O)c2c(F)cccc2F)cc(=O)n(C)c1=O | 0.3% | -0.5% | -56% | . | . | -10% | 2.7 | 54 | -3% | . | . | -7%
COc1ccccc1NC(=O)CSc1nnc(CC(=O)Nc2ccccc2C)n1C | 0.2% | 1.3% | 0% | . | . | -8% | -0.2 | 61 | -2% | . | . | -6%
O=C(O)CSc1nnc(NC(=O)c2ccc3c(c2)OCO3)s1 | -0.6% | 0.6% | 0% | i | 10 | 5% | -1.3 | 24 | -4% | 2 | 7 | 1%

Screens (PubChem BioAssay)
